Source: PubChem
A549 tox: counter-screen for Nrf2 inhibitors: cytotoxicity in A549 cells; A549 ARE-Fluc cells, CellTiter-Fluor viability, 18-24 h; 390,000 tested, 0.16% active; Potency, µM (highest dose often 46 µM), inactives show at the highest dose activity change, negative = cytotoxicity, actives largely listed as inhibitors; AID 504648; also: potency is read from the fitted curve at half-maximal effect; % is scaled to controls: 0 for no effect and ±100 for the full control effect
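A549 ARE_Fluc cells in 5% FBS OPTI-MEM were exposed to compounds in concentration-response for 18-24 h at 37 deg C. Viability was read by CellTiter-Fluor fluorescence (Ex 405/Em 525) after 30 min, before the luciferase read.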
Nrf2 activator: activates Nrf2 signaling | AREc32 ARE-luciferase reporter (MCF7-derived line), luminescence, 24 h | Potency, µM (doses to about 46.1 µM), for the others: top-dose activation, actives largely listed as activators | 410,000 tested, 0.31% active | AID 624171; also: potency is read from the fitted curve at half-maximal effect; % of control where 0% means no effect; nearly all actives have a fitted effect of over 65% in size
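AREc32 cells carrying an ARE-driven firefly luciferase reporter were seeded at 1000 cells/well in OPTI-MEM with 5% FBS, then exposed to compound for 24 hr at 37 deg C. Luminescence was read with Steady-Glo after 30 min at RT.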
CCT modulator: cytosolic chaperonin activity modulation | purified chaperonin ATPase assay, HTRF ADP detection, 30 min | activity change, % (no concentration beside the values), hits read low | 360,000 tested, 0.3% active; in the data active = activity change below about -30%; also: % is scaled to controls: 0 for no effect and ±100 for the full control effect
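ATPase activity: ADP formed was measured by HTRF Transcreener (665/615 nm ratio) after 30 min at 37 deg C with 10 uM ATP. Compounds screened at one 76 uM concentration against 40 or 20 nM TRiC in Tris pH 7.4/KCl/MgCl2/DTT buffer.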
MmCpn inh: inhibitors of Methanococcus maripaludis chaperonin (MmCpn); purified Mm-Cpn ATPase, ADP Transcreener TR-FRET; Potency, µM (series often up to 76.9 µM), for the others: at the top dose activity, negative = inhibition, actives largely listed as inhibitors; 330,000 tested, 0.031% active; also: potency is read from the fitted curve at half-maximal effect; % is scaled to controls: 0 for no effect and ±100 for the full control effect; nearly all actives have a fitted effect of over 80% in size
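ATPase read-out: TR-FRET ADP immunoassay (anti-ADP Eu cryptate vs ADP-d2), ex 320 nm, em 590/665 nm; signal drops as ADP forms. Enzyme 25 nM, ATP 10 uM, 30 min at 37°C after 10 min compound preincubation.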
Abeta yeast res: A-beta toxicity reversal in yeast | yeast expressing A-beta42, growth rescue, OD600, 48 h; response scale: 0% DMSO, 100% iron-clioquinol control | Potency, µM (top dose mostly 46.1 µM), for the others: at the top dose growth rescue, actives largely listed as activators | 410,000 tested, 0.063% active | AID 1347071; also: potency is read from the fitted curve at half-maximal effect; nearly all actives have a fitted effect of over 55% in size
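Yeast growth medium received pinned compounds, then yeast cells expressing toxic A-beta were added; plates incubated at 30 C for 48 hr. Growth read as absorbance at 600 nm, normalized to DMSO and equimolar FeCl3 plus clioquinol controls.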
Nrf2 inh: inhibitors of Nrf2 signaling | A549 ARE-Fluc reporter, luciferase luminescence, 18-24 h | Potency, µM (series often up to 46 µM), for the others: top-dose activity change, negative = inhibition, most hits filed as inhibitors | 360,000 tested, 2.1% active | AID 504444; also: potency is read from the fitted curve at half-maximal effect; % is scaled to controls: 0 for no effect and ±100 for the full control effect; nearly all actives have a fitted effect of over 60% in size
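In this cell-based qHTS, ARE-driven firefly luciferase in A549 cells reports Nrf2 activity; the luminescent signal after BugLite lysis is the measured value, with a prior CellTiter-Fluor read for cell health.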
TGFb SMAD3 inh: inhibitors of TGF-b signaling. HepG2 CAGA-GFP TGF-b/SMAD3 reporter, GFP fluorescence, 18 h; TGF-beta stimulated, 500 pg/mL final. Potency, µM (top dose mostly 46.1 µM), for the others: at the highest dose activity, negative = inhibition, usual class: inhibitors. 410,000 tested, 1.2% active; also: potency is read from the fitted curve at half-maximal effect; % is scaled to controls: 0 for no effect and ±100 for the full control effect; nearly all actives have a fitted effect of over 65% in size
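Inhibition of TGF-beta-driven CAGA-GFP reporter expression in HEPG2 cells is measured by cellular GFP fluorescence after 18 h stimulation with 500 pg/mL recombinant TGF-beta in 1% FBS medium at 37 degrees C.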
Akt phos inh: Akt phosphorylation inhibition; Neuro2A IGF-stimulated pAkt S473 HTRF, 20 min; active compounds read low; activity change, % for hits at 50 µM; 360,000 tested, 0.32% active; in the data active = activity change below about -80%; inconclusive = mostly about -51% to -80%; also: % is scaled to controls: 0 for no effect and ±100 for the full control effect
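Neuro2A cells in DMEM with 0.5% FBS, overnight at 37 deg C, given compound at single 50 µM final, then IGF (6 nM final) for 20 min at 37 deg C. Lysed; phospho-Akt Ser473 by HTRF after 24 h, 665/615 ratio.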
HepG2 viability: kills HepG2 cells in TGF-b inhibitor counter-screen. HepG2 CAGA-GFP viability, ATP luminescence, 18 h. Potency, µM (highest dose often 46.1 µM), for inactives: at the highest dose activity change, negative = cytotoxicity, most hits filed as cytotoxic. 410,000 tested, 0.76% active. AID 588856; also: potency is read from the fitted curve at half-maximal effect; some results filed as inactive show a strong effect at the top dose
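CellTiter-Glo luminescence gave cytotoxicity after 18 hours at 37 degrees C. The cells were HepG2 CAGA-GFP in 1% FBS DMEM, stimulated with 500 pg/mL TGF-beta after compound addition. %Activity was normalised to no-cell wells (complete cell-killing) and DMSO (no toxicity), and curves were fitted and classified.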
* = called active by the depositor; i = inactive; ? = inconclusive; . = no result given; [ ] = dose if it differs, or a comment. Unless noted, calls follow the shape of the dose curve; as a rule, active = well fitted curve in the direction sought with a large enough effect; inconclusive = small, poorly fitted or top-dose-only effect, or another doubt; inactive = no such curve, though single readings can be large; an effect the other way counts as inactive or inconclusive. This is a random part of the collection; about 4.3% have a hit in one of these screens.

compound	Abeta yeast res	Nrf2 activator	Akt phos inh	CCT modulator	Nrf2 inh	A549 tox	TGFb SMAD3 inh	MmCpn inh	HepG2 viability
CS(=O)(=O)c1[nH]nc(-c2ccccc2Cl)c1C#N	5%	-0.7%	i	-0.7	-11%	-3%	-8%	1%	19%
CCCCOc1nc2ccccc2nc1C(C#N)C(=O)NC1CCCCC1 (stereo not drawn)	23%	0.2%	i	-4.1	-5%	-5%	20%	1%	-4%
Cc1noc(C)c1-c1ccc(C(=O)NCCc2ccccc2)c2occc12	-14%	20%	i	-0.4	.	.	5%	.	-14%
COCCCn1c(=N)c(C(=O)NCC2CCCO2)cc2c(=O)n3ccccc3nc21 (stereo not drawn)	9%	-0.5%	i	-0.2	10%	?	11%	-13%	-10%
CCOc1ccccc1NC(=O)CN1C(=O)C(C)SC(C)C1=O (stereo not drawn)	5%	0.6%	i	-0.7	-11%	-4%	38%	-11%	1%
CC(=NCCCn1ccnc1)c1c(O)n(Cc2ccccc2)c(=O)[nH]c1=O	2%	-0.7%	i	-1.8	4%	16%	14%	2%	-19%
CCN(C(=O)c1ccc2c(c1)N(Cc1cccc(Cl)c1)C(=O)c1ccccc1S2=O)c1ccccc1 (stereo not drawn)	-57%[inhibitor]	5.0%	.	.	.	?	?	.	-13%
CC1C(c2ccccc2)OCCN1C=NC#N (stereo not drawn)	11%	0.0%	i	0.4	.	.	5%	.	2%
Cc1nc2ccccc2n1Cc1ccc(Br)cc1	2%	2.2%	i	-0.7	?	1%	-33%	.	-12%
COc1ccc2[nH]c(=O)c(CN(C(C)=O)c3cc(C)ccc3C)cc2c1	-1%	-1.9%	i	1.2	.	.	-9%	.	-2%
Cc1ccc(S(=O)(=O)N2CCOCC2)cc1NC(=O)CSc1nnnn1C1CCCC1	-16%	0.6%	i	1.4	-19%	-2%	-6%	1%	-28%
COc1ccc(Cn2c(=O)n(-c3ccc(F)c(Cl)c3)c(=O)c3c2c2cc(OC)ccc2n3C)cc1	-15%	0.3%	.	.	?	0%	-1%	.	-4%
O=C([C@@H]1CCCN1C1=NS(=O)(=O)c2ccccc21)N1CCN(c2ccccc2)CC1	1%	-2.1%	i	0.3	.	.	-2%	.	1%
Cc1cc(S(=O)(=O)Nc2ccc3oc4c(c3c2)CCCC4)ccc1Cl	11%	-2.4%	.	.	?	11%	16µM*	.	-98%
CCN(CC)CCC(c1ccc2c(c1)OCO2)c1c(OC)cc(OC)c2c(C)cc(=O)oc12 (stereo not drawn)	.	.	.	.	8%	-26%	-8%	.	-14%
O=[N+]([O-])c1ccc(S(=O)(=O)NCCc2cn3ccccc3n2)cc1	-7%	-0.9%	i	0.3	8%	9%	1%	1%	-13%
CC(=O)Nc1ccc(C(=O)NNC(=O)c2ccc(Cl)cc2Cl)cc1	4%	-1.2%	i	-0.6	21%	17%	-7%	1%	-58%
O=C(COC(=O)c1n[nH]c2ccccc12)Nc1ccc([N+](=O)[O-])cc1	10%	2.9%	i	-0.3	7%	19%	0%	-2%	-50%
COc1ccc(C(=O)NCC(=O)OCC(=O)NCc2ccco2)cc1	-3%	-1.0%	i	0.6	10%	-2%	-23%	0%	-8%
Cc1n[nH]c(C)c1CCC(=O)N/N=C/c1cccc([N+](=O)[O-])c1	4%	6.0%	i	0.1	7%	1%	-6%	1%	-8%
Oc1ccc(C2C(c3ccccc3)=NN=C(c3ccccc3F)N2O)c(O)c1 (stereo not drawn)	0%	12%	i	0.4	16%	0%	5%	-3%	-13%
OC(COc1cccc2ccccc12)CN1CCCC1 (stereo not drawn)	1%	0.1%	i	0.1	1%	?	27%	-2%	2%
COc1ccc(CCN2CCC(CNC(=O)c3cnn(-c4ccccc4)c3C3CCN(C(=O)OC(C)(C)C)CC3)CC2)cc1	-4%	5.1%	.	.	?	-7%	?	.	-6%
O=C(NCCCN1CCCC1=O)Nc1ccc(F)c(Cl)c1	-6%	0.2%	i	2.1	18%	2%	0%	-3%	0%
CCC1(C)Cc2ccccc2-c2nc(-c3ccccc3)oc(=O)c21 (stereo not drawn)	0%	-0.7%	i	0.1	-7%	-4%	-17%	1%	9%
Cc1ccc(C(=O)NC(C(=O)NC2CCCC2)c2ccccc2)cc1 (stereo not drawn)	5%	3.4%	i	0.2	4%	5%	0%	1%	-16%
COC(=O)C(Cc1ccc(O)cc1)NC(=O)c1ccccc1 (stereo not drawn)	16%	-0.5%	i	-1.2	.	10%	-13%	-1%	1%
O=C(Oc1ccccc1)N1CCN(c2ccccc2F)CC1	-13%	2.6%	i	1.5	-20%	3%	-12%	2%	-10%
CCCCn1c(SCC(=O)NC2CC2)nc2cc(C(=O)OC)ccc2c1=O	-4%	-0.1%	i	-1.4	.	.	-8%	.	-4%
Cc1cc(C)nc(/N=C(\N)Nc2ccc(CC(=O)OC(C)C)cc2)n1	6%	2.1%	i	0.2	?	1%	10µM*	-3%	-25%

Part of the list above, as labelled records:
OC(COc1cccc2ccccc12)CN1CCCC1 (stereo not drawn)
  Abeta yeast res = 1%; Nrf2 activator = 0.1%; Akt phos inh = i; CCT modulator = 0.1; Nrf2 inh = 1%; A549 tox = ?; TGFb SMAD3 inh = 27%; MmCpn inh = -2%; HepG2 viability = 2%
Cc1ccc(C(=O)NC(C(=O)NC2CCCC2)c2ccccc2)cc1 (stereo not drawn)
  Abeta yeast res = 5%; Nrf2 activator = 3.4%; Akt phos inh = i; CCT modulator = 0.2; Nrf2 inh = 4%; A549 tox = 5%; TGFb SMAD3 inh = 0%; MmCpn inh = 1%; HepG2 viability = -16%

More structures follow:
compound	Abeta yeast res	Nrf2 activator	Akt phos inh	CCT modulator	Nrf2 inh	A549 tox	TGFb SMAD3 inh	MmCpn inh	HepG2 viability
Cc1ccc(S(=O)(=O)N2CCOCC2)cc1NC(=O)c1cccc(S(=O)(=O)N2CCCC2)c1	9%	-0.8%	i	0.2	-2%	6%	-3%	0%	-12%
Cc1ccc2oc(=O)c3cc(C(=O)Nc4cccc(C#N)c4)sc3c2c1	-5%	-0.5%	.	.	16%	-6%	-4%	.	-2%
Cc1cc(C)c(Cn2c(=O)n(CCCCC(=O)NCc3ccccc3Cl)c(=O)c3ccccc32)c(C)c1	-8%	-0.8%	.	.	-5%	-9%	0%	.	2%
COc1ccc(NC(=S)N2CCN(Cc3ccccc3)CC2)cc1	3%	0.5%	i	-1.6	-11%	-6%	-4%	-1%	11%
CCOc1c(C)cnc2c1c(=O)n(Cc1c(F)cccc1Cl)c(=O)n2C	-35%[inhibitor]	-0.6%	i	1.2	19%	9%	4%	1%	-29%
O=C(CNC(=S)N(Cc1ccccc1)Cc1ccccc1F)NCc1ccc(Cl)cc1	?	2.7%	i	0.8	26µM*	?	13µM*	0%	0%
Cc1ccc(CC(C)(O)CC(C)(O)Cc2ccc(C)cc2)cc1 (stereo not drawn)	?	0.4%	i	1.0	.	.	?	.	-66%
COc1ccc(/C=N/NC(=O)c2sccc2C)c2ccccc12	2%	10%	i	1.1	-10%	0%	-23%	.	-29%
CCOCCCNC(=O)N[C@@H](Cc1ccccc1)C(=O)OC	0%	0.0%	i	-1.9	3%	6%	-15%	1%	-5%
CCCOc1ccc(C(C)=O)cc1CN1CCOCC1	1%	-0.5%	i	2.2	17%	6%	4%	2%	3%
CC(=O)SC1CC2=CC(=O)CCC2(C)C2CCC3(C)C(CCC34CCC(=O)O4)C12 (stereo not drawn)	-6%	0.4%[9.22 µM]	i	-0.7	-22%	-1%	-1%	2%	-4%
C=CCN(CC=C)S(=O)(=O)c1ccc(NC(=O)COc2ccccc2OC)cc1	6%	-0.9%	i	-0.2	-3%	-9%	1%	1%	-26%
CCOC(=O)C1(S(=O)(=O)c2ccccc2)CCN(Cc2ccccc2)CC1	17%	-0.5%	i	0.3	6%	3%	11%	0%	-30%
CCOC(=O)C1(Cc2ccccc2C)CCCN(S(=O)(=O)c2cccnc2)C1 (stereo not drawn)	?	-0.9%	i	-3.4	?	-3%	-5%	0%	-14%
S=C(NCc1ccccc1)N1CCN(c2cccc(Cl)c2)CC1	?	-0.4%	i	0.5	?	3%	?	-1%	-20%
O=C(Nn1cnnc1)c1ccc(F)cc1	2%	-0.4%	i	-3.8	-5%	-1%	-3%	3%	-1%
CC(=O)Nc1ccc(NC(=O)C2CCN(c3c(NC(C)=O)c(C)nn3-c3ccccc3)CC2)cc1	-11%	3.9%	.	.	.	1%	3%	.	8%
COc1ccccc1NC(=O)COc1cccc2c1CCNC2=O	18%	6.3%	i	-1.7	?	1%	13%	0%	9%
CCn1nc(C(C)C(=O)O)c2ccccc2c1=O (stereo not drawn)	-1%	0.2%	i	-3.3	-24%	10%	13%	-9%	6%
Fc1ccc(CN2CCc3nc(N4CCN(c5ccccc5F)CC4)ncc3C2)c(F)c1	-6%	-0.6%	.	.	.	10%	?	.	-9%
Cc1ccc2oc3c(c(=O)c2c1)C(c1cccc(O)c1)N(CCCN1CCOCC1)C3=O (stereo not drawn)	-12%	0.6%	.	.	3%	0%	-4%	.	-20%
CC(OC(=O)CCC(=O)c1cccs1)C(=O)Nc1ccc(Cl)cn1 (stereo not drawn)	-13%	3.4%	i	-0.9	-1%	4%	3%	1%	-12%
O=C(COC(=O)CNC(=O)c1ccc(Cl)cc1)Nc1ncc(C(F)(F)F)cc1Cl	-17%	-0.5%	i	-0.8	3%	-2%	11%	0%	3%
Cc1nonc1OCC(C)(COc1nonc1C)NC(=O)c1ccccc1	-5%	-1.1%	i	0.8	14%	-14%	2%	1%	-5%
